APJ antag: antagonists of human apelin receptor APJ, primary screen, CHO-K1 cells, beta-arrestin complementation, luminescence; P35414; inhibition, % at 20 µM; 0.32% of 330,000 active; AID 2521, 2010;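 active means inhibition above about 40% at 20 µM, limit read from the data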;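 further: cells challenged with 10 nM apelin-13 agonist together with compound; plate controls were apelin-13 plus DMSO wells for no effect and DMSO wells lacking apelin-13 for full effect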
Target sequence (P35414 whole entry, looked up): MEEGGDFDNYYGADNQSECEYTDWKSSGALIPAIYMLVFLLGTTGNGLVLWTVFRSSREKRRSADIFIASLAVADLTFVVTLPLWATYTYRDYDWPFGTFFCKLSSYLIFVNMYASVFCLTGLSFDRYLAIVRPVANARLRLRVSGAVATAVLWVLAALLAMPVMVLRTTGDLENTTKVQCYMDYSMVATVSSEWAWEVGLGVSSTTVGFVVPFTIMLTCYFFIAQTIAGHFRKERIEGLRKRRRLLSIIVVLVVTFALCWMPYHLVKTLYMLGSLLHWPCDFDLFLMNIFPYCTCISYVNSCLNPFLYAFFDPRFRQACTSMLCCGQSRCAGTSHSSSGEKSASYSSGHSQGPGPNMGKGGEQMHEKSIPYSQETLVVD
CXCR6 inh: CXCR6 receptor inhibitors, primary screen, cell-based, beta-arrestin, luminescence, CHO-K1 PathHunter, 1536-well. inhibition, % at 20 µM. 0.36% of 360,000 active; in the data active means inhibition above about 34%, passing the limit was not always enough;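 further: antagonist mode with CXCL16 agonist at 10 nM final; 0% = 10 nM CXCL16 with DMSO and 100% = unstimulated wells without agonist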
XBP1 UPR activ: activators of adaptive XBP1 UPR arm, primary screen, cell-based, CHO-XBP1 luciferase reporter, luminescence, uHTS; IRE1-XBP1 UPR activation; percent of tunicamycin response, DMSO as zero; activation, % at 20 µM; 0.33% of 330,000 active;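 active means versus positive control, 20 µM dose yields 30% or more activation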;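 further: 100% = tunicamycin at 10 µg/mL and 0% = DMSO only wells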
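Material: IRE1-XBP1 luciferase reporter CHO line / Quantity: one thousand reporter cells per well / Buffer or medium: F12 with 10% serum / Compound: 20 µM single concentration, DMSO 1% / Times: 6 h treatment, 37 °C / Detection: Steady-Glo luciferase glow luminescence, 10 min after reagent addition / Benchmarks: tunicamycin high, DMSO low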
tim23-1 inh: growth inhibitors of tim23-1 mutant yeast, primary screen, luminescence, uHTS; 1.3% of 330,000 active; inhibition, % at 20 µM; S. cerevisiae tim23-1 growth, BacTiter-Glo luminescence, 24 h;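 active means growth inhibition of the mutant yeast at or above 50%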;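 further: temperature-sensitive mutant grown at 25 °C; plate controls were DMSO-treated mutant yeast for no effect and medium wells lacking yeast for full effect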
Mdm2-MdmX inh: inhibitors of human Mdm2-MdmX association, primary screen, cell-based, luminescence, split luciferase, SaOS-2, uHTS. Protein Mdm4 (Homo sapiens) + E3 ubiquitin-protein ligase Mdm2 (Homo sapiens), …. AID 485346, 2010. SaOS-2 split-luciferase Mdm2/MdmX complementation. 3% of 330,000 active. inhibition, % at 8 µM;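 active means inhibition of at least 50% at 8 µM in the primary screen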
CHOP UPR activ: activators of apoptotic CHOP UPR arm, primary screen, cell-based, CHO-CHOP luciferase reporter, luminescence, uHTS | UPR activation; percent of tunicamycin response over DMSO baseline | activation, % at 10 µM | 0.34% of 330,000 active | AID 449763, 2010;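 active means at 10 µM dose, activation of 40% or more, normalized to positive control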;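 further: 100% = tunicamycin at 10 µg/mL and 0% = DMSO alone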
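Assay system: CHO cells with stable CHOP pathway luciferase reporter; Buffer or medium: F12 plus 10% serum; Times: 16-18 h cell attachment, then 6 h compound exposure, 37 °C; Signal: luciferase luminescence; Read-out basis: percent activation relative to tunicamycin control; Control set: tunicamycin high control, DMSO low control.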
EBI2 antag: EBI2 receptor antagonists, beta-arrestin recruitment, primary screen, cell-based, luminescence, 7a,25-OHC stimulation, uHTS | 0.81% of 360,000 active | AID 651636, 2012 | 7a,25-OHC stimulated | inhibition, % at 5 µM | G-protein coupled receptor 183 (Homo sapiens), P32249; in the data active means inhibition above about 38%;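 further: enzyme fragment complementation signal reports receptor beta-arrestin coupling in cells; 0% = agonist plus DMSO wells and 100% = wells without agonist; some results beyond the cut were filed as inactive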
Target sequence (P32249 whole entry, looked up, the tested form may be a part): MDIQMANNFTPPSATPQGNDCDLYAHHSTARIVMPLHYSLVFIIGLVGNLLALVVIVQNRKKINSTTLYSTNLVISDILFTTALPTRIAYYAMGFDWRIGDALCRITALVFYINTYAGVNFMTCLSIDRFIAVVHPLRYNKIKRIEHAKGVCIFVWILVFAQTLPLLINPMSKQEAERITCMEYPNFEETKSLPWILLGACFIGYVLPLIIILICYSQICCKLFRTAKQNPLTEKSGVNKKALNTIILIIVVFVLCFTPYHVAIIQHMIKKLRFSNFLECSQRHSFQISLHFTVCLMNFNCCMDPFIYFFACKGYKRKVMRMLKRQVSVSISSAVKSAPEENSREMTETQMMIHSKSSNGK
CCR6 antagonist: CCR6 receptor antagonists, primary screen, cell-based, CHO-K1, luminescence, beta-arrestin, uHTS; CHO-K1 CCR6 PathHunter beta-arrestin, CCL20-stimulated; inhibition, % at 20 µM; 0.49% of 340,000 active;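 active means compounds whose inhibition of the agonist-driven luminescence signal at 20 µM reaches about 50%, limit read from the data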;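 further: cells stimulated with CCL20 at 14 nM final; plate controls were DMSO with CCL20 for no effect and DMSO without agonist for full effect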
APJ ag: agonists of human apelin receptor APJ, primary screen, CHO-K1 cells, PathHunter beta-arrestin, luminescence | P35414 | 0% DMSO wells, 100% apelin | activation, % at 20 µM | 0.11% of 330,000 active | AID 2520, 2010;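 active means activation more than six SD over the plate average, tested at 20 µM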;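 further: 0% = DMSO alone and 100% = apelin-13 at 10 nM; some results filed as inactive read as strong as hits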
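assay system = CHO-K1 APJ beta-arrestin complementation cell line | input = cell density 1000 per well | dosing = compound 20 µM once, DMSO 1% | timing = compound 90 min 25 °C, reagent 1 h | measured by = luminescence from split beta-galactosidase complementation, Galacton Star/Emerald II substrate | read-out basis = APJ agonist activity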
* = called active by the depositor; . = no result given. The list is partial; rates above refer to the full screens.

Order of results – APJ antag, CXCR6 inh, XBP1 UPR activ, tim23-1 inh, Mdm2-MdmX inh, CHOP UPR activ, EBI2 antag, CCR6 antagonist, APJ ag
O=C(CCc1nnc2ccc(NCc3ccc(F)cc3)nn12)NC1CCCC1
 : 5, 4, -2, -2, 3, 1.8, -14, 5, -3
CC(C)c1ccc(-c2nn(-c3ccccc3)cc2C2C(C#N)=C(N)OC3=C2C(=O)CC(C)(C)C3)cc1 (stereo unspecified)
 : 8, 10, 21, 28, 49, 19, 20, -2, 0
CCOC(=O)COn1c(-n2nc(C)cc2C)nc2ccccc2c1=O
 : 4, 0, -1, 22, 15, -0.8, -3, 8, -3
CCOC(=O)C(=O)c1c(-c2ccccc2)nc2ccccn12
 : 12, -2, -3, 13, 16, -0.4, -1, 14, -2
O=C(O)c1ccc2c(c1)C1C=CCC1C(c1cc3c(cc1Br)OCO3)N2 (stereo unspecified)
 : 0, -7, 1, 29, 1, -1.2, 0, -1, -1
COc1ccc(NC(=O)Cn2nnc(C(=O)NCCc3ccccc3)c2N)c(OC)c1
 : -17, -9, -5, -1, 41, 3.1, -9, 1, 1
CCNc1nc(NCC)nc(N/N=C/c2ccc(N(C)C)cc2)n1
 : 7, 1, 0, -6, -18, -0.1, -9, 14, -3
COc1ccc(CCNC(=O)CNCC2CCCCC2)cc1OC
 : -15, 9, -8, 13, -41, -1.8, -7, 1, -3
CC(NC(=O)c1ccc2ccccc2n1)c1ccc(Br)cc1 (stereo unspecified)
 : 4, 1, -2, 26, -17, 2.5, 4, 3, 0
CC(C)(C)c1cc(C(=O)N/N=C/c2ccc(F)cc2)n(-c2ccccc2)n1
 : 12, -1, 1, 46, 13, 0.4, 25, 7, 4
CC1=CC(=C(C#N)c2nc3ccccc3s2)C=C(C)N1c1ccc(F)cc1F
 : -4, 12, 5, 0, 13, 6.0, 14, 21, -6
Cc1cccc2sc(NC(=O)[C@@H]3CCCN3C(=O)c3cccs3)nc12
 : -1, 1, -3, 25, -15, -1.0, 10, 2, -2
CC(=O)CCC(=O)OCC(=O)Nc1ccc(SC(F)F)cc1
 : -8, -3, -3, 1, 3, -1.3, 7, -2, -2
CC(=O)Oc1ccc(Oc2ccc(-c3noc(C)n3)cc2)cc1
 : -3, -8, 9, 29, -12, 4.0, 5, -3, 5
C[C@@H](NC(=O)Cn1ccc(N)nc1=O)c1cccc2ccccc12
 : -3, -7, 0, -7, 12, -0.9, -6, 1, -1
O=C(CN1C(=O)NC2(CCCCC2)C1=O)N1CCN(S(=O)(=O)c2cccc(F)c2)CC1
 : -29, -10, -1, 20, 10, 0.2, 0, 7, 2
NS(=O)(=O)c1ccc(NC(=O)c2c(Cl)cccc2Cl)cc1
 : 4, 2, -2, 5, -15, -1.9, -3, -6, -2
N#CCCN(C(=S)NC(=O)c1cccs1)c1ccccc1F
 : 3, -14, 1, 15, 4, -1.7, -8, 1, -6
N#Cc1ccccc1OCC(=O)OCC(=O)N1CCN(C(=O)c2ccco2)CC1
 : -1, 3, -5, -1, 6, -2.7, -13, 11, -3
Cc1cccc(NS(=O)(=O)c2cccs2)c1
 : 7, -5, 1, 13, -2, 2.3, -19, 0, -6
CCOC(=O)c1ccc(CN(Cc2ccccc2)S(=O)(=O)c2cccc([N+](=O)[O-])c2)cc1
 : -13, -10, -2, 1, 6, -3.0, 24, 16, -1
Cc1cnc(NC(=O)c2cc3c(C)nn(-c4ccccc4)c3s2)s1
 : -14, 1, 6, -7, 37, 0.3, -3, 4, -4
Cc1csc(CN(C)C(=O)CC2C(=O)NCCN2Cc2ccc(F)cc2Cl)n1 (stereo unspecified)
 : -30, -2, -6, -8, -4, -1.3, -14, 6, -6
c1ccc2c(c1)OCC(c1nnc3sc(-c4ccc5c(c4)OCO5)nn13)O2 (stereo unspecified)
 : -5, -1, 3, 27, -11, 2.9, -5, 13, 1
CC(=O)N1c2ccc(Cl)cc2C2OCCC2C1c1ccco1 (stereo unspecified)
 : 7, 10, 1, 2, -24, -1.1, -3, 2, 0
Cc1cccc(C(=O)NCC(=O)OCC(=O)NCCNC(=O)COC(=O)CNC(=O)c2cccc(C)c2)c1
 : 4, -4, -1, 2, 13, 1.2, 3, 6, -3
COc1ccc(/C=N/NC(=O)c2c(C)n(C)c3ccc(OC)cc23)c(OC)c1
 : 5, 2, -2, 3, -7, 0.1, 2, 7, -3
CSc1cc(C)c(OCC(=O)Nc2c(C)nn(C)c2C)c(C)c1
 : 4, -4, -1, 3, 8, -0.5, 0, 27, -3
COc1ccc(N2CCN(C(=S)Nc3ccc(C)cc3C)CC2)cc1
 : 10, 10, 0, -29, 4, -1.9, -6, 0, -3
CCc1ccc(NC(=O)Cn2nc(C)c([N+](=O)[O-])c2C)cc1
 : -5, 8, -4, 25, 26, -1.2, 14, 4, -4
CC(C)(C)NC(=O)c1ccc(NC(=O)c2ccccc2-c2ccccc2C(=O)O)cc1
 : -3, -1, -1, 7, 9, 0.0, 1, 3, 0
Oc1ccc(-c2cnc3ccccc3n2)cc1
 : -4, 5, 1, 23, -53, 5.8, -15, 3, 0
CCC(C)Nc1nc2c(c(=O)[nH]c(=O)n2C)n1CCC(C)C (stereo unspecified)
 : 2, -8, -2, -5, 12, -1.1, -2, -4, -6
CCOC(=O)/C(C#N)=C/c1cn(CCC(=O)O)nc1-c1ccc(OC)cc1
 : 10, 10, -2, 6, 5, -0.2, 4, 6, 0
O=C(NC12CC3CC(CC(C3)C1)C2)N1CCN(C(=O)c2ccco2)CC1
 : 3, 0, 3, 9, -46, 1.4, -1, 7, -3
CCOC(=O)C1CCc2sc(N)c(C#N)c21 (stereo unspecified)
 : -13, -2, -1, 13, 2, 0.2, -5, -9, 3
COCCNC(=O)CSc1nc2c(n1-c1ccccc1)CCCC2
 : 6, -4, -4, 4, -23, 1.6, 0, 3, 0
S=C(NC1CC1)NC1CCCc2ccccc21 (stereo unspecified)
 : -4, -9, -4, 16, 9, -2.7, -3, 4, -2
Cc1nc2[nH]c(=S)[nH]c2cc1Br
 : 6, 0, -4, -7, 18, -0.9, 2, -6, 0
O=C(Cn1cncn1)NCc1cccc2ccccc12
 : -2, -9, 2, 0, 10, -1.1, 0, 4, -2
CC1CCCN(C(=O)c2ccc([N+](=O)[O-])o2)C1 (stereo unspecified)
 : -70, -9, -5, 41, 23, -0.6, -8, 1, 17
C#CCOCCOCCOCCNc1nc(N2CCN(C(=O)CCCCCCCCCCNC(=O)Cn3cc(CCCCCN)nn3)CC2)nc(N2CCN(C(=O)CCCCCCCCCCNC(=O)[C@@H]([C@H](C)O)n3cc(C)nn3)CC2)n1
 : 19, 4, 4, 27, 47, 1.7, 18, 16, -2
O=C(NN1CC(=O)N(c2cc(Cl)cc(Cl)c2)CC1=O)c1cccs1
 : 4, 3, 1, 7, 9, -0.2, -1, 16, -1
O=C(COC(=O)c1c2ccccc2cc2ccccc12)Nc1ncc(C(F)(F)F)cc1Cl
 : -6, -5, -2, -3, 14, 0.7, -18, -13, -1
CCOC(=O)Cc1csc(NC(=O)c2sc3nc4ccc(C)cc4cc3c2N)n1
 : 1, 6, -2, 10, -2, 2.6, -3, 8, -3
Cc1ccc(S(=O)(=O)NC2=NCN(CCOC(=O)c3ccccc3)CN2)cc1
 : -11, -1, -1, 1, -5, -2.9, -6, -10, -3
CCOC(=O)c1[nH]c2ccc(OCC)cc2c1CCCN1C(=O)c2ccccc2C1=O
 : 2, 4, 3, 7, 24, 1.2, 46*, 20, -2
COc1ccccc1N1CCN(Cc2nc3ccsc3c(=O)[nH]2)CC1
 : 16, 8, -2, 18, 9, -0.7, -4, -14, 1
CCN1C(=O)[C@H]2[C@@H](c3ccccc3)N3C(=O)N(c4cccc(F)c4)C(=O)[C@@]3(CC(C)C)[C@H]2C1=O
 : -4, -3, 0, 16, 3, -0.7, 4, -5, 1
CCC(CC)c1nc2cc(OC)c(OC)cc2c(=O)o1
 : -6, -7, 1, 11, -28, 0.1, -9, -10, 6
Cc1ccc(S(=O)(=O)N2CCC(C(=O)N[C@@H](C)C(=O)NC3CCS(=O)(=O)C3)CC2)cc1 (stereo partly specified)
 : 0, ., -2, 3, 21, 0.7, ., ., -4
Cn1c(NC(=O)c2cccs2)c(-c2cccs2)c(=O)c2ccccc21
 : 7, 2, 3, -14, 3, -0.3, -18, -4, -3
COc1ccc2ncc(S(=O)(=O)c3ccccc3)c(N3CCC4(CC3)OCCO4)c2c1
 : 6, 10, -3, -10, 4, -0.5, 2, 4, 6
CCCCn1c(N)c(N(CC(C)C)C(=O)c2ccc([N+](=O)[O-])o2)c(=O)[nH]c1=O
 : -156, -9, -1, 1, 17, 0.5, 0, 5, 2
CC1CCCN(C(=O)CCc2ccccc2)C1 (stereo unspecified)
 : 3, 8, 0, -3, -19, 2.7, 1, 4, -1

Screens (PubChem)
